# Screening results deposited in PubChem BioAssay by Broad Institute.
# PglD inh: C. jejuni PglD acetyltransferase inhibitors, primary screen, biochemical, DTNB colorimetric, single point; UDP-N-acetylbacillosamine N-acetyltransferase PglD (Campylobacter jejuni); purified PglD enzyme, DTNB colorimetric CoA detection; inhibition, % at 12.5 µM; actives 0.098% (n = 360,000); in the data active = inhibition above about 16%, passing the limit was not always enough; note: strong numbers were not always called active
# PAX8 reporter: inhibitors of PAX8-driven TPO luciferase reporter, primary screen, RMG-I cells, single concentration | SteadyGlo, 24 h | inhibition, % at 12.6 µM | actives 1.2% (n = 360,000) | AID 652154, 2013;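 active = mean replicate inhibition at least 60% with every replicate also reaching 60%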;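 note: luciferase light reporting Pax8 driven TPO promoter activity; plate controls were median of neutral control wells for no effect and mitoxantrone controls for full effect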
# ARNT TACC3 PPI: disruptors of ARNT/TACC3 protein interaction, primary screen, biochemical, AlphaScreen, single concentration; AID 623870, 2012; actives 0.66% (n = 390,000); Transforming acidic coiled-coil-containing protein 3 (Homo sapiens), Q9Y6A5; inhibition, % at 9.99 µM; AlphaScreen His-ARNT PAS-B/GST-TACC3 binding, luminescence; TACC3 fragment carries E629A point mutation;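 active = mean inhibition of replicates at least 50% and at least half of replicates each reaching 50%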;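 note: 0% = complete ARNT plus TACC3 wells and 100% = ARNT alone without TACC3; many hits fall short of the cut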
# Cneo AK release: Cryptococcus neoformans cell lysis inducers, primary screen, AK release luminescence, single concentration. lysis activity, % at 15 µM. actives 0.2% (n = 360,000). AID 651654, 2012. C. neoformans lysis, adenylate kinase release luminescence, 4 h; normalised: neutral wells 0, clomiphene wells 100;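 active = mean lysis activity across replicates of at least 80%, whatever share of replicates individually reach that level; inactive = mean lysis activity below 80%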
#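 Material – log-phase Cryptococcus neoformans yeast cells · Input – 5 × 10^6 yeast cells/mL · Medium – fresh YPD growth medium · Doses – single compound concentration per well · Timing – static 4 h at 37 °C with compound, 1 h detection · Detection – adenylate kinase release luminescence · Read-out – signal increase indicating cell lysis · Control set – Clomiphene as positive lysis control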
# PGC1a acetyl inh: inhibitors of PGC1a acetylation signal, primary screen, cell-based, U2OS, AlphaScreen, inhibitor mode; AlphaScreen anti-acetyl-lysine; with virally co-expressed GCN5 acetyltransferase; inhibition, % at 15.6 µM; actives 0.17% (n = 350,000);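 active = every replicate shows inhibition of at least 40%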;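 note: 0% = neutral control wells and 100% = positive control wells; some results beyond the cut were filed as inactive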
# LGR2 inh: inhibitors of bursicon-induced LGR2 CRE-luciferase signal, primary screen, cell-based, HEK293, CRE-luciferase reporter, bursicon stimulation; Drosophila bursicon receptor LGR2 (rickets); bursicon-stimulated, 4 h; inhibition, % at 9.99 µM; actives 0.35% (n = 380,000); AID 720647, 2013;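 active = drop in luminescence signal, shown as inhibition above about 50% in the replicate tests, limit read from the data, passing the limit was not always enough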;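 note: agonist challenge used bursicon conditioned medium at about half maximal strength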
# Statin myotox sup: suppressors of statin myotoxicity in C2C12 myotubes, primary screen, cell-based, single point, plate reader | actives 0.78% (n = 330,000) | C2C12 myotubes + simvastatin, ATP luminescence, 48 h; scaled: DMSO 0, geranylgeraniol control 100 | rescue of ATP level, % at 7.49 µM;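 active = mean ATP rescue above about 67%, or every replicate alone reaching that limit, limit read from the data, passing the limit was not always enough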;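 note: myotubes were challenged with 10 µM simvastatin during compound exposure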
# INS-1E GSIS act: GLuc luminescence reporter in INS-1E cells, primary screen for activators of glucose-dependent secretion of insulin; INS-1E GLuc reporter insulin secretion, 2-3 h; activation, % at 16.6 µM; actives 0.61% (n = 370,000); AID 743287, 2014;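 active = lowest replicate activation of at least 40%, so every replicate reaches that level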;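 note: 0% = median of neutral control wells and 100% = median of IBMX positive control wells; some compounds called inactive have numbers as strong as hits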
# Starred values were filed as active, the others as inactive; x = no result given. Not a hit list; any-hit rate near 2.9%.
no.	smiles	PglD inh	PAX8 reporter	ARNT TACC3 PPI	Cneo AK release
1	O=C(N/N=C/c1ccc(O)cc1)c1cccc(C(F)(F)F)c1	x	-17	4	x
2	O=C(Nc1cc(S(=O)(=O)N2CCOCC2)ccc1N1CCOCC1)c1ccccc1F	1	-1	x	-5
3	O=C(C[n+]1cc(Br)cc(Br)c1)c1cccc([N+](=O)[O-])c1	x	-4	-2	x
4	CCOC(=O)c1c(C)oc(NC(=O)CCl)c1C(=O)OCC	x	4	-8	x
5	COc1ccc(C(=O)/C=C2/Sc3cc4c(cc3N2C)OCO4)cc1	x	-24	-4	x
6	CCc1ccccc1NC(=O)Cn1nnc(-c2cccnc2)n1	6	6	5	-1
7	Cc1cc([N+](=O)[O-])nn1CC(=O)N1CCCc2ccccc21	4	4	-10	-1
8	Cc1noc(C)c1S(=O)(=O)Nc1ccc2c(c1)C(=O)N([C@@H](C)CO)C[C@H](C)[C@@H](CN(C)S(=O)(=O)c1ccccc1)O2	-4	x	2	0
9	CC1CN(S(=O)(=O)c2cccc(C(=O)Nc3ccc(N4CCCCC4)cc3)c2)CC(C)O1 (stereo unspecified)	0	1	x	0
10	Cc1ccc(NC(=O)CSc2nnc(-c3cccs3)n2Cc2ccco2)cc1	-4	x	8	2
11	C[C@@H]1CN([C@H](C)CO)C(=O)Cc2cc(NS(C)(=O)=O)ccc2O[C@@H]1CN(C)S(C)(=O)=O	-3	x	0	2
12	NCCc1ccn[nH]1	-1	2	0	-1
13	COc1ccc(/C=C2/SC(=O)N(CCCCCC(=O)Nc3ccccc3C(=O)O)C2=S)cc1	-17	10	x	-1
14	N#Cc1nc(-c2ccc(F)cc2)oc1NCCN1CCOCC1	3	-23	-21	-1
15	C[C@@H]1CN([C@@H](C)CO)C(=O)Cc2cc(NC(=O)Nc3ccc4c(c3)OCO4)ccc2O[C@H]1CN(C)Cc1ccccc1	-7	16	2	-4

no.	PGC1a acetyl inh	LGR2 inh	Statin myotox sup	INS-1E GSIS act
1	x	-7	x	-1
2	x	-18	-5	2
3	2	11	x	2
4	x	-22	x	13
5	x	-16	x	-2
6	0	x	3	x
7	2	-36	-2	51
8	-1	-11	7	-12
9	-3	-19	-3	2
10	3	x	-7	x
11	2	-20	-16	11
12	x	6	1	-6
13	10	-28	-2	-8
14	2	-20	x	1
15	-8	-2	2	-9

# More results follow.
no.	smiles	PglD inh	PAX8 reporter	ARNT TACC3 PPI	Cneo AK release
16	Cc1c(Cl)cccc1NC(=S)NN	x	4	1	x
17	Cc1ccc(CNC(=O)[C@@H](NC(=O)Cc2ccccc2)C(C)C)cc1	5	11	-13	0
18	CCOC(=O)C1CSc2[nH]c(=O)sc2C1c1ccccc1 (stereo unspecified)	5	x	1	4
19	O=C(NC1CCCC1)C1(c2ccccc2)CCN(S(=O)(=O)c2ccccc2)CC1	-10	x	10	-1
20	CCC(=O)Nc1ccc2c(c1)OC[C@H](C)N(CC1CCCCC1)C[C@H](C)[C@@H](OC)CN(C)C2=O	x	-3	x	x
21	COc1ccc(CN(C)C[C@@H]2Oc3c(NC(=O)c4nc5ccccc5s4)cccc3C(=O)N([C@@H](C)CO)C[C@H]2C)cc1	-2	9	-1	-1
22	CCCCCCCCC(=O)N/N=C(\C)c1ccc(O)cc1O	x	7	-3	x
23	CC(=O)c1c(C)[nH]c(C(=O)N2CCN(S(=O)(=O)c3ccc(C)cc3C)CC2)c1C	2	14	2	-2
24	Cc1ccc(NC(=O)CC(O)(C(F)(F)F)C(F)(F)F)c(Br)c1	4	x	6	-1
25	Cn1c(COc2nnc(-c3ccc(Cl)cc3)c3ccccc23)nc2ccccc21	3	x	0	21
26	Cn1c(=O)c2c(ncn2CC(=O)OCC(=O)NC(c2ccccc2)c2ccccc2)n(C)c1=O	x	4	6	x
27	CCCNC(=O)[C@@H]1[C@@H](CO)[C@@H]2Cn3c(ccc(-c4ccccc4F)c3=O)[C@H]1N2C(C)=O	3	x	9	45
28	O=C(c1ccc(F)cc1)n1c(NCc2ccccc2)n[nH]c1=S	x	6	0	-4
29	C[C@@H]1CN([C@@H](C)CO)C(=O)c2cccc(NS(=O)(=O)c3ccc(Cl)cc3)c2O[C@H]1CN(C)S(=O)(=O)c1ccc(Cl)cc1	1	22	-1	52
30	CCOCCCNC(=S)N1CCC(NC(=O)C23CC4CC(CC(C4)C2)C3)CC1	2	-5	-1	-10

no.	PGC1a acetyl inh	LGR2 inh	Statin myotox sup	INS-1E GSIS act
16	x	-24	x	-8
17	2	21	16	11
18	x	x	-7	x
19	-19	-9	-11	-7
20	-11	-19	30	-12
21	-1	9	10	-8
22	x	-10	x	-25
23	-11	0	5	-23
24	-13	-8	5	-30
25	-6	x	-1	x
26	x	6	x	-8
27	x	0	-2	8
28	-30	-14	-1	-2
29	6	10	-4	-3
30	-3	14	34	-5

# (list continues)
no.	smiles	PglD inh	PAX8 reporter	ARNT TACC3 PPI	Cneo AK release
31	CC(=O)N(C)C[C@H]1Oc2ncc(C3=CCCC3)cc2C(=O)N([C@H](C)CO)C[C@@H]1C	1	x	1	4
32	C[C@H]1CCCCO[C@H](CN(C)C)[C@@H](C)CN([C@@H](C)CO)C(=O)c2cc(N(C)C)ccc2O1	2	-18	-10	0
33	O=C(NCc1ccccc1)C(c1ccc(F)cc1)N(Cc1ccc2c(c1)OCO2)C(=O)Cn1nnc(-c2cccs2)n1 (stereo unspecified)	-6	11	-4	1
34	O=C(CSc1ccc2nc(-c3ccccc3)cn2n1)NCC1CCCO1 (stereo unspecified)	0	-48	x	-2
35	COCC(=O)N1CC2(CN(C(=O)c3cccnc3)C2)c2c([nH]c3cc(OC)ccc23)[C@@H]1CO	x	-33	x	x
36	COc1cc(C2SCC(=O)N2c2c(C)n(C)n(-c3ccccc3)c2=O)ccc1O (stereo unspecified)	11	4	-4	-1
37	COCCNC(=O)C(=O)Nc1cc2c3c(c1)CCC(=O)N3CCC2	6	-8	1	-1
38	O=C(Nc1ccc2c(c1)OCO2)N[C@H]1C=C[C@@H](CC(=O)N2CCN(c3ccccc3)CC2)O[C@@H]1CO	-1	0	18	0
39	Cc1ccccc1-c1nc2c(s1)CCc1onc(-c3cccc([N+](=O)[O-])c3)c1-2	-2	-12	-7	-2
40	CC(=O)NS(=O)(=O)c1ccc(N=NN2CCOCC2)cc1	-3	11	-3	-2
41	COC(=O)/C=C/COc1ccccc1[N+](=O)[O-]	x	-56	-5	x
42	CC(C)(O)C#Cc1ccc(CN2CCN(Cc3ccsc3)C(CCO)C2)s1 (stereo unspecified)	-6	3	x	5
43	Cc1nc(S(=O)(=O)c2ccc(Cl)cc2Cl)nc2c1CCC2	3	x	-6	-4
44	COc1ccc(S(=O)(=O)Nc2ccc3c(c2)C(=O)N([C@@H](C)CO)C[C@H](C)[C@H](CN(C)S(=O)(=O)c2ccc(Cl)cc2)OCCCC[C@H](C)O3)cc1	-2	49	-1	-15
45	O=C(CCl)N1c2ccccc2OCC1c1ccccc1 (stereo unspecified)	x	-1	-1	x

no.	PGC1a acetyl inh	LGR2 inh	Statin myotox sup	INS-1E GSIS act
31	15	3	-4	13
32	20	-9	-4	1
33	x	x	x	x
34	2	2	-7	12
35	6	4	x	24
36	10	1	20	9
37	x	-11	-3	3
38	-6	-2	17	22
39	2	15	61	2
40	0	-20	x	8
41	x	-56	x	-47
42	8	7	0	3
43	11	x	18	x
44	-3	27	x	-3
45	x	-13	x	-10

# The list goes on:
no.	smiles	PglD inh	PAX8 reporter	ARNT TACC3 PPI	Cneo AK release
46	Cc1cc(C)c2nc(N(CCN(C)C)C(=O)c3ccc(S(=O)(=O)N(C)CC4CCCO4)cc3)sc2c1 (stereo unspecified)	1	-14	3	4
47	CC1=C(C(=O)N2CCCCCC2)CC(CC(=O)NC2CC2)C(=O)N1Cc1ccccc1 (stereo unspecified)	0	-9	x	-15
48	Cc1cccc(OC(=O)Nc2ccc(C(=O)O)c(O)c2)c1	-6	4	x	-1
49	CC1CCN(C(=O)COc2ncnc3ccccc23)CC1	x	4	-12	x
50	Cc1ccc(O)c(NC(=O)CSc2ccc(Cl)cc2)c1	1	6	18	1
51	COc1ccc(NC2=CC(=O)N(C)C2=O)cc1	x	27	-7	x
52	C[C@H]1CN([C@@H](C)CO)C(=O)c2cc(-c3cccnc3)cnc2O[C@H]1CN(C)C(=O)C1CCCCC1	x	x	x	x
53	CC(C)(O)c1cc2ccc(C#CCCN3C(=O)c4ccccc4C3=O)cc2c(=O)o1	-4	-36	-5	0
54	CNS(=O)(=O)c1cccc(C(=O)NNC(=O)c2ccc(COc3ccccc3)cc2)c1	0	-11	1	-4
55	COc1ccc(-c2cc(N)n(CCC#N)n2)c(OC)c1	-4	-4	28	8
56	O=C(C1CCOCC1)N1CC(=O)N2[C@H](CO)[C@@H](c3ccc(C4=CCCC4)cc3)[C@H]2C1	x	17	x	x

no.	PGC1a acetyl inh	LGR2 inh	Statin myotox sup	INS-1E GSIS act
46	x	11	x	-23
47	-7	7	-2	2
48	x	9	20	-6
49	x	-22	x	-3
50	x	-33	9	-5
51	x	-8	x	8
52	12	7	3	39
53	x	x	0	x
54	2	0	-8	38
55	-8	x	12	x
56	11	6	x	-3

# An excerpt of these results, with two lines to a compound.
# Screens in order: PglD inh	PAX8 reporter	ARNT TACC3 PPI	Cneo AK release	PGC1a acetyl inh	LGR2 inh	Statin myotox sup	INS-1E GSIS act
50	Cc1ccc(O)c(NC(=O)CSc2ccc(Cl)cc2)c1
 : 1	6	18	1	x	-33	9	-5
51	COc1ccc(NC2=CC(=O)N(C)C2=O)cc1
 : x	27	-7	x	x	-8	x	8
52	C[C@H]1CN([C@@H](C)CO)C(=O)c2cc(-c3cccnc3)cnc2O[C@H]1CN(C)C(=O)C1CCCCC1
 : x	x	x	x	12	7	3	39
53	CC(C)(O)c1cc2ccc(C#CCCN3C(=O)c4ccccc4C3=O)cc2c(=O)o1
 : -4	-36	-5	0	x	x	0	x
54	CNS(=O)(=O)c1cccc(C(=O)NNC(=O)c2ccc(COc3ccccc3)cc2)c1
 : 0	-11	1	-4	2	0	-8	38
55	COc1ccc(-c2cc(N)n(CCC#N)n2)c(OC)c1
 : -4	-4	28	8	-8	x	12	x

# 3 of the compounds above, in transposed form.
52	C[C@H]1CN([C@@H](C)CO)C(=O)c2cc(-c3cccnc3)cnc2O[C@H]1CN(C)C(=O)C1CCCCC1
53	CC(C)(O)c1cc2ccc(C#CCCN3C(=O)c4ccccc4C3=O)cc2c(=O)o1
54	CNS(=O)(=O)c1cccc(C(=O)NNC(=O)c2ccc(COc3ccccc3)cc2)c1

Screen / compound no.	52	53	54
PglD inh	x	-4	0
PAX8 reporter	x	-36	-11
ARNT TACC3 PPI	x	-5	1
Cneo AK release	x	0	-4
PGC1a acetyl inh	12	x	2
LGR2 inh	7	x	0
Statin myotox sup	3	0	-8
INS-1E GSIS act	39	x	38
